Screening results deposited in PubChem by Johns Hopkins Ion Channel Center.
CHT inh: inhibitors of human choline transporter CHT; Q9GZV3; CHT-expressing cells, membrane potential dye, choline response; stronger effect = lower value; B-score at 10 µM; 0.86% of 310,000 active;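 active = B-score over 3 SD under the library average, and starting fluorescence ratio not unusually high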;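 note: choline stimulus applied at its EC90 after an EC20 pre-addition; B-score computed on integrated fluorescence ratio after choline addition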
Kir21 block: blocks the mouse Kir2.1 inward-rectifier potassium channel; 0.85% of 310,000 active; B-score at 10 µM; P35561; HEK293-Kir2.1, FluxOR thallium flux fluorescence; stronger effect = lower value;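 active = fluorescence ratio B-score at or below minus 3 SD of library scores, with starting-brightness B-score within 2 SD, cut at about -4.2 in these data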;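 note: channel flux triggered by added potassium and thallium sulfate stimulus; B-score of peak minus minimum fluorescence over baseline after thallium stimulus; more negative B-score means stronger Kir2.1 block with less thallium influx; some compounds called inactive have numbers as strong as hits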
KCNQ2 inh: KCNQ2 channel blockers in CHO-K1 cells – cell-based, FluxOR thallium flux, B-score, primary screen (AID 2156); 1.1% of 310,000 active; O88943; 20 min; stronger effect = lower value; B-score at 10 µM;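 active = fluorescence ratio B-score at most minus 3 library SDs, with starting brightness B-score within 2 library SDs, cut at about -5.5 in these data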
Target sequence (O88943 whole entry, looked up): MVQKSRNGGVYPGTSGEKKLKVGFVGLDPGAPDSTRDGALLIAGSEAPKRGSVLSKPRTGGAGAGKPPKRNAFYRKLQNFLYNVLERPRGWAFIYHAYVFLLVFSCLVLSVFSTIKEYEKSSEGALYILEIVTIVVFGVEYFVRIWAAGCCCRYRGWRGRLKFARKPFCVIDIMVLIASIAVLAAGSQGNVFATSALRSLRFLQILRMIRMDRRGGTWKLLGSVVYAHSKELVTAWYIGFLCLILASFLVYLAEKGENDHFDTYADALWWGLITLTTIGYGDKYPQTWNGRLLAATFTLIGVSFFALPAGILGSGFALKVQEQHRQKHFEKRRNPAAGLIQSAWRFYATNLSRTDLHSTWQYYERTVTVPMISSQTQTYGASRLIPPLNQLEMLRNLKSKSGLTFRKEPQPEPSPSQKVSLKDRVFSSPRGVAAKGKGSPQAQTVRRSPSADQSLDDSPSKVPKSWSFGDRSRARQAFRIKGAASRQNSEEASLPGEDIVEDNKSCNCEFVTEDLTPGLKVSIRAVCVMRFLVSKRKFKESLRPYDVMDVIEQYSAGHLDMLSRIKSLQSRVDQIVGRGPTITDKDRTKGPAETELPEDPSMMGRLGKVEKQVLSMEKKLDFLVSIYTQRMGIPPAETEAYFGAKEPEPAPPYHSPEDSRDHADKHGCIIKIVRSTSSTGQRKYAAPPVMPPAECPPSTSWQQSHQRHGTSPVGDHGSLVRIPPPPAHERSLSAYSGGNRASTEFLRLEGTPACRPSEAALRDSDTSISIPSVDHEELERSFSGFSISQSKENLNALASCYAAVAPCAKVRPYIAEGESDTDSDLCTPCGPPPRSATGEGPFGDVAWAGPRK
Starred values were filed as active, the others as inactive. The order is random; about 2.6% have a hit in one of these screens.

How did O=c1cc(O)c2sc3nc4c(c(C(F)(F)F)c3c2[nH]1)CCCCC4 do in these assays?
CHT inh: inactive; Kir21 block: 0.85; KCNQ2 inh: inactive

What do the screens show for `O=C(C[N+]1(CC#Cc2ccccc2)CCCCC1)c1ccccc1`?
CHT inh: inactive; Kir21 block: -0.38; KCNQ2 inh: inactive

What do the screens show for `COc1ccc(NC(=O)C2CCN(C(=O)NCc3ccccc3)CC2)cc1`?
CHT inh: inactive; Kir21 block: -0.03; KCNQ2 inh: inactive

What do the screens show for `Cc1cc(C(=O)CN(Cc2ccc(F)cc2)S(=O)(=O)c2ccc3c(c2)OCCO3)c(C)n1C`?
CHT inh: inactive; Kir21 block: -0.44; KCNQ2 inh: inactive

Results for CC(C)[C@H](NC(=O)C1CCN(S(=O)(=O)c2ccc(F)cc2)CC1)C(=O)N1CCCCCC1 ?
CHT inh: inactive; Kir21 block: 1.93; KCNQ2 inh: inactive

How did COc1cc(C2C(C(=O)c3ccc(C)o3)=C(O)C(=O)N2Cc2ccccc2)ccc1O (stereo unspecified) do in these assays?
CHT inh: inactive; Kir21 block: -0.38; KCNQ2 inh: inactive

What do the screens show for `Cc1ccc(S(=O)(=O)Nc2nc(C)cc(N/N=C/c3ccc(O)cc3)n2)cc1`?
CHT inh: inactive; Kir21 block: 1.88; KCNQ2 inh: inactive

Results for Cc1ccc(C)c(NC(=O)CSc2nnc3n2CCCCC3)c1 ?
CHT inh: inactive; Kir21 block: 0.43; KCNQ2 inh: inactive

What do the screens show for `CCCOC(=O)c1ccc(NC(=O)c2c(Cl)ccc(Cl)c2OC)cc1`?
CHT inh: inactive; Kir21 block: 0.89; KCNQ2 inh: inactive

What do the screens show for `CC1Cc2cc(S(=O)(=O)NCCC(=O)NCc3ccc(F)cc3)ccc2N1C(=O)C1CC1` (stereo unspecified)?
CHT inh: inactive; Kir21 block: -0.74; KCNQ2 inh: inactive

How did COc1cc(/C=N/NC(=O)c2cccnc2)ccc1OS(=O)(=O)c1cc(C)ccc1C do in these assays?
CHT inh: inactive; Kir21 block: -2.13; KCNQ2 inh: inactive

What do the screens show for `O=C(CN1C(=O)c2ccccc2S1(=O)=O)NCc1cccs1`?
CHT inh: inactive; Kir21 block: 1.24; KCNQ2 inh: inactive

What do the screens show for `Cc1nn(-c2ncc(C(F)(F)F)cc2Cl)c(=O)n1-c1ccccc1`?
CHT inh: inactive; Kir21 block: -2.06; KCNQ2 inh: inactive

How did Cc1cccc(-n2nc(C)cc2N)c1 do in these assays?
CHT inh: inactive; Kir21 block: -0.98; KCNQ2 inh: inactive

How did Cc1cc(C)nc(Nc2n[nH]c(-c3cccc4ccccc34)n2)n1 do in these assays?
CHT inh: inactive; Kir21 block: 1.2; KCNQ2 inh: inactive

What do the screens show for `CCOC(=O)/C=C/CN(C(=O)OC(C)(C)C)S(=O)(=O)N1CC=CC1`?
CHT inh: inactive; Kir21 block: 0.84; KCNQ2 inh: inactive

What do the screens show for `CCCOC(=S)NC(=O)c1sc2ccccc2c1Cl`?
CHT inh: inactive; Kir21 block: 0.2; KCNQ2 inh: inactive

What do the screens show for `O=C(NCCCN1CCOCC1)c1ccc2c(c1)N(Cc1ccccc1F)C(=O)c1ccccc1S2=O` (stereo unspecified)?
CHT inh: inactive; Kir21 block: 0.1; KCNQ2 inh: inactive

What do the screens show for `O=c1[nH]c2c(c3c1CCCC3)CCCC2`?
CHT inh: inactive; Kir21 block: 1.08; KCNQ2 inh: inactive

How did COc1ccc(C2(C(=O)N3CCC(n4nc(-c5ccccc5)oc4=O)CC3)CC2)cc1 do in these assays?
CHT inh: inactive; Kir21 block: 1.78; KCNQ2 inh: inactive

What do the screens show for `COc1ccc(CC(=O)N2CCc3cc(OC)c(OC)cc3C2)cc1`?
CHT inh: inactive; Kir21 block: -0.61; KCNQ2 inh: inactive

Results for O=[N+]([O-])c1ccc(N2CCN(Cc3ccc([N+](=O)[O-])o3)CC2)cc1 ?
CHT inh: inactive; Kir21 block: 0.94; KCNQ2 inh: inactive

How did CCc1cn([C@H]2C[C@H](O)[C@@H](CO)O2)c(=O)[nH]c1=O do in these assays?
CHT inh: inactive; Kir21 block: 2.11; KCNQ2 inh: inactive

How did C/C(CC(=O)NCc1ccco1)=N\NC(=O)Cc1ccc(-c2ccccc2)cc1 do in these assays?
CHT inh: inactive; Kir21 block: 0.19; KCNQ2 inh: inactive

How did CCOC(=O)N1CCN(c2cc(N3CCOCC3)c(F)cc2[N+](=O)[O-])CC1 do in these assays?
CHT inh: inactive; Kir21 block: -0.85; KCNQ2 inh: inactive

Results for CCOCCCNC(=O)C1CCN(Cc2ccc(OCc3ccccc3)c(OC)c2)CC1 ?
CHT inh: inactive; Kir21 block: -0.69; KCNQ2 inh: inactive

What do the screens show for `CC(=O)c1ccc(N=C2SCCCN2C(=O)C2CCCCC2)cc1`?
CHT inh: inactive; Kir21 block: -0.05; KCNQ2 inh: inactive

Results for COc1ccc(NC(=O)CCCN2C(=O)C(c3ccccc3)Oc3cccnc32)cc1OC (stereo unspecified) ?
CHT inh: inactive; Kir21 block: 2.39; KCNQ2 inh: inactive

Results for C/C(=N\NC(=O)C(NC(=O)c1ccccc1)C(C)C)c1ccccc1 (stereo unspecified) ?
CHT inh: inactive; Kir21 block: 0.89; KCNQ2 inh: inactive

Results for O=C1NCCN(Cc2cccc(Oc3ccccc3)c2)C1CC(=O)N1CCCCO1 (stereo unspecified) ?
CHT inh: inactive; Kir21 block: -0.06; KCNQ2 inh: inactive

Of the compounds above, these contain fluorine.
How did O=c1cc(O)c2sc3nc4c(c(C(F)(F)F)c3c2[nH]1)CCCCC4 do in these assays?
CHT inh: inactive; Kir21 block: 0.85; KCNQ2 inh: inactive

What do the screens show for `Cc1cc(C(=O)CN(Cc2ccc(F)cc2)S(=O)(=O)c2ccc3c(c2)OCCO3)c(C)n1C`?
CHT inh: inactive; Kir21 block: -0.44; KCNQ2 inh: inactive

Results for CC(C)[C@H](NC(=O)C1CCN(S(=O)(=O)c2ccc(F)cc2)CC1)C(=O)N1CCCCCC1 ?
CHT inh: inactive; Kir21 block: 1.93; KCNQ2 inh: inactive

What do the screens show for `CC1Cc2cc(S(=O)(=O)NCCC(=O)NCc3ccc(F)cc3)ccc2N1C(=O)C1CC1` (stereo unspecified)?
CHT inh: inactive; Kir21 block: -0.74; KCNQ2 inh: inactive

What do the screens show for `Cc1nn(-c2ncc(C(F)(F)F)cc2Cl)c(=O)n1-c1ccccc1`?
CHT inh: inactive; Kir21 block: -2.06; KCNQ2 inh: inactive

What do the screens show for `O=C(NCCCN1CCOCC1)c1ccc2c(c1)N(Cc1ccccc1F)C(=O)c1ccccc1S2=O` (stereo unspecified)?
CHT inh: inactive; Kir21 block: 0.1; KCNQ2 inh: inactive

How did CCOC(=O)N1CCN(c2cc(N3CCOCC3)c(F)cc2[N+](=O)[O-])CC1 do in these assays?
CHT inh: inactive; Kir21 block: -0.85; KCNQ2 inh: inactive

(list continues)
What do the screens show for `Oc1ccc(/C=N/NC(=S)Nc2cccnc2)c(O)c1`?
CHT inh: inactive; Kir21 block: 0.24; KCNQ2 inh: inactive

What do the screens show for `COc1ccc(S(=O)(=O)N2CCCCC2)cc1NC(=O)CN1CCN(C(C)=O)CC1`?
CHT inh: inactive; Kir21 block: 0.24; KCNQ2 inh: inactive

Results for COC(=O)CN(C#N)c1nc(OC)nc(N(C)C)n1 ?
CHT inh: inactive; Kir21 block: -0.31; KCNQ2 inh: inactive

How did CC(CC(=O)Nc1nncs1)c1ccccc1 (stereo unspecified) do in these assays?
CHT inh: inactive; Kir21 block: -0.42; KCNQ2 inh: inactive

How did Cc1ccc2c(c1)N(Cc1cccc(F)c1)C(=O)C(C)O2 (stereo unspecified) do in these assays?
CHT inh: inactive; Kir21 block: -1.08; KCNQ2 inh: inactive

What do the screens show for `CC1Cc2ccccc2N1C(=O)COC(=O)c1ccc(O)cc1` (stereo unspecified)?
CHT inh: -5.49*; Kir21 block: 0.48; KCNQ2 inh: inactive

Results for COc1ccc(S(=O)(=O)NC(Cc2ccccc2)C(=O)O)cc1 (stereo unspecified) ?
CHT inh: inactive; Kir21 block: 0.3; KCNQ2 inh: inactive

What do the screens show for `COc1ccc(NC(=O)CC2Nc3ccccc3NC2=O)c([N+](=O)[O-])c1` (stereo unspecified)?
CHT inh: inactive; Kir21 block: -2.61; KCNQ2 inh: inactive

How did CC(CC(=O)O)Nc1ccccc1O (stereo unspecified) do in these assays?
CHT inh: inactive; Kir21 block: -0.43; KCNQ2 inh: inactive

How did COc1ccc(C(=O)N(Cc2ccccc2)c2cccc(C)c2)c(OC)c1OC do in these assays?
CHT inh: inactive; Kir21 block: -2.24; KCNQ2 inh: inactive

Results for CN1C(C(=O)NCc2cccc(Br)c2)CC2Cn3c(nc4cc(Cl)c(Cl)cc43)C21 (stereo unspecified) ?
CHT inh: inactive; Kir21 block: 1.51; KCNQ2 inh: inactive

Results for CN(CCC1CCOCC1)C(=O)C1CCC(=O)N(CCc2ccc(Cl)cc2)C1 (stereo unspecified) ?
CHT inh: inactive; Kir21 block: -0.75; KCNQ2 inh: inactive

How did COc1ccc(C(=O)C(C)N(C(=O)c2ccc(Cl)cc2Cl)N2C(=O)C3C4C=CC(C4)C3C2=O)cc1 (stereo unspecified) do in these assays?
CHT inh: inactive; Kir21 block: -0.06; KCNQ2 inh: inactive

What do the screens show for `COc1ccc(NC(=S)N(CCCN2CCCC2)Cc2cccs2)cc1`?
CHT inh: inactive; Kir21 block: 1.67; KCNQ2 inh: inactive

What do the screens show for `O=C(CN(Cc1ccccc1)S(=O)(=O)c1ccccc1)N/N=C/c1ccc2c(c1)OCO2`?
CHT inh: inactive; Kir21 block: 0.34; KCNQ2 inh: inactive

What do the screens show for `O=[N+]([O-])c1ccccc1/C=C\C=N\N1CCN(c2ccccc2)CC1`?
CHT inh: inactive; Kir21 block: 0.99; KCNQ2 inh: inactive

How did O=C(Nc1ccccc1)c1ccccc1N=Cc1ccccc1O do in these assays?
CHT inh: inactive; Kir21 block: 1.99; KCNQ2 inh: inactive

What do the screens show for `Oc1ccccc1/C=N/n1c(-c2cccs2)n[nH]c1=S`?
CHT inh: inactive; Kir21 block: 0.7; KCNQ2 inh: inactive

Results for Cc1ccc(-c2nn(C)c(=O)c3ccccc23)cc1CNC(=O)CSc1nc2ccccc2o1 ?
CHT inh: inactive; Kir21 block: 0.37; KCNQ2 inh: inactive

What do the screens show for `CC(C)C(NC(=O)OC(C)(C)C)C(=O)NC(CCC(=O)OCc1ccccc1)C(N)=O` (stereo unspecified)?
CHT inh: inactive; Kir21 block: -0.36; KCNQ2 inh: inactive

How did CCOc1ccccc1C(=O)OCC(=O)Nc1cc(Cl)ccc1Oc1ccccc1 do in these assays?
CHT inh: inactive; Kir21 block: 0.17; KCNQ2 inh: inactive

How did CC1CC(C)(C)NC(=S)N1CCC(=O)N1c2ccccc2CC1C (stereo unspecified) do in these assays?
CHT inh: inactive; Kir21 block: 0.02; KCNQ2 inh: inactive

What do the screens show for `CN(C)CCCn1c(=O)n(C2CCCCC2)c(=O)c2c3c(sc21)CCCCC3`?
CHT inh: -7.98*; Kir21 block: -0.48; KCNQ2 inh: inactive

Results for CSc1nnc(Nc2ccccc2C)s1 ?
CHT inh: inactive; Kir21 block: 1.32; KCNQ2 inh: inactive

Results for O=C(CCn1cccn1)Nc1ccc2c(c1)OCCO2 ?
CHT inh: inactive; Kir21 block: -0.24; KCNQ2 inh: inactive

Results for Cc1cc(C(=O)Nc2cccc(C)c2C)c2ccccc2n1 ?
CHT inh: inactive; Kir21 block: -0.72; KCNQ2 inh: -5.83*

How did COc1ccc(S(=O)(=O)N2CCCCCC2)cc1C(=O)N(C)CC(=O)Nc1ccccc1Br do in these assays?
CHT inh: inactive; Kir21 block: 0.2; KCNQ2 inh: inactive

What do the screens show for `O=C(CCCC(=O)NCc1ccccc1)NCc1ccccc1`?
CHT inh: inactive; Kir21 block: 0.38; KCNQ2 inh: inactive

How did O=C(Nc1ccccc1C(F)(F)F)N1CCN(C(c2ccccc2)c2ccccc2)CC1 do in these assays?
CHT inh: inactive; Kir21 block: -0.75; KCNQ2 inh: inactive

How did Cc1sc2nc(SCC(=O)NCc3ccco3)n(C)c(=O)c2c1C do in these assays?
CHT inh: inactive; Kir21 block: -0.33; KCNQ2 inh: inactive

Results for CN(Cc1ccc(C(F)(F)F)cc1)C(=O)c1ccc2ccccc2n1 ?
CHT inh: inactive; Kir21 block: -0.31; KCNQ2 inh: inactive

Results for CCN(CC)CCCNC(=S)N(Cc1ccco1)Cc1cc2cc3c(cc2[nH]c1=O)OCCO3 ?
CHT inh: inactive; Kir21 block: 0.59; KCNQ2 inh: inactive

How did Cc1cc(C(=O)NCC(=O)OCC(=O)N2CCCCCC2)ccc1[N+](=O)[O-] do in these assays?
CHT inh: inactive; Kir21 block: -0.01; KCNQ2 inh: inactive

How did O=C(CSc1nnc(-c2ccc(O)cc2)n1Cc1ccco1)c1ccccc1 do in these assays?
CHT inh: inactive; Kir21 block: 0.53; KCNQ2 inh: inactive

What do the screens show for `CN(C)S(=O)(=O)c1cc(NC(=O)CN2CCN(c3ccccc3O)CC2)ccc1Cl`?
CHT inh: inactive; Kir21 block: 2.27; KCNQ2 inh: inactive

What do the screens show for `CCOc1cc(C)c(Cl)cc1S(=O)(=O)n1ccnc1`?
CHT inh: inactive; Kir21 block: -0.17; KCNQ2 inh: inactive

What do the screens show for `Cc1c(/C=N/Nc2ccc([N+](=O)[O-])cn2)c2ccccc2n1Cc1ccccc1`?
CHT inh: inactive; Kir21 block: 0.28; KCNQ2 inh: inactive

Results for CCN(CC)C(=O)Cn1cc(C(=O)C(=O)NCCc2ccccc2)c2ccccc21 ?
CHT inh: inactive; Kir21 block: 1.07; KCNQ2 inh: inactive
